# Bioassay records deposited in PubChem by several laboratories.
# Shn3 inh set2: reduction of Shn3 3'UTR firefly luciferase signal, primary screen, Schnurri-3 inhibitor project, cell-based, Clone20 osteoblasts, set 2; 360,000 tested, 0.52% active; Clone20 osteoblast Shn3 3'UTR firefly luciferase, 24 h; AID 588674, 2011; inhibition, % at 12.5 µM;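 active = mean inhibition of at least 75% with every replicate also reaching 75%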;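 note: 0% = median of neutral control wells and 100% = pilot-screen positive control compound; some compounds past the cut are filed as inactive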
# C8 TRAIL sens: viability loss with TRAIL in NB7+C8 cells, primary screen, TRAIL sensitizer project, cell-based, ATPlite luminescence; inhibition (viability loss, TRAIL sensitization), % at 10 µM; 360,000 tested, 1% active; AID 624354, 2012;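 active = compounds causing at least 50% loss of cell viability in the single-dose screen, relative to plate controls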
# NR2E3 ag-1: inhibitors of NR2E3-RetCOR corepressor binding, primary screen, NR2E3 agonist project, biochemical, TR-FRET, GST-NR2E3, biotin-RetCOR | inhibition of corepressor binding, % at 4.78 µM | 1536-well | Photoreceptor-specific nuclear receptor (Homo sapiens), Q9Y5X4 | 320,000 tested, 0.12% active | AID 2300, 2010;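 active = percent inhibition above the cutoff of mean plus 3 SD of all tested compounds, set per screening campaign, cut at about 20% in these data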;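 note: 0% = DMSO wells and 100% = biotin wells as full block of FRET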
# Target sequence (Q9Y5X4 whole entry, looked up): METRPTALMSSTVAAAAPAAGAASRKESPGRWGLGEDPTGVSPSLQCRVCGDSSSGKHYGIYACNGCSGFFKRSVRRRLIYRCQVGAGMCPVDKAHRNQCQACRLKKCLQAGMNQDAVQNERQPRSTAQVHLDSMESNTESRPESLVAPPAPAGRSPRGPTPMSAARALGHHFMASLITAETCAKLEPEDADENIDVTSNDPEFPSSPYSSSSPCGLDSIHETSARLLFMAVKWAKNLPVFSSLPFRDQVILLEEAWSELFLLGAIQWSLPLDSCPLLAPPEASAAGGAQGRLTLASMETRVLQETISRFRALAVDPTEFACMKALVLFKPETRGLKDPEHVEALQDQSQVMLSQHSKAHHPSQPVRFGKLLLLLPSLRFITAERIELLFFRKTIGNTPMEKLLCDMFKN
#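 Material – GST-tagged NR2E3 plus biotinylated RetCOR corepressor · Quantity – NR2E3 fusion 1.35 nM · Times – 5 h incubation at 4 °C · Medium – pH 7.5 Tris-based buffer · Technique – TR-FRET, Eu(K)-anti-GST donor, streptavidin-D2 acceptor, ex 340, em 617/671 nm · Benchmarks – high control biotin, low control 0.6% DMSO · Format – 1536-well plates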
# LMP1 NFkB inh: EBV LMP1-driven NF-kappaB luciferase reporter inhibitors, primary screen, cell-based, luminescence, single point. LMP1-induced NF-kappaB luciferase reporter cells. inhibition, % at 12.5 µM. 350,000 tested, 0.69% active. AID 504558, 2011; in the data active = inhibition above about 41%;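 note: 0% = neutral control wells and 100% = reference inhibitor control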
# CF NFkB inh: inhibitors of PAF-induced NF-kB signaling, primary screen, cell-based, GFP fluorescence, uHTS; 360,000 tested, 0.86% active; KKLEB NF-kB-GFP reporter, GFP fluorescence overnight; AID 588850, 2011; inhibition, % at 5 µM;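 active = at least 50% inhibition at 5 µM, scaled per plate between neutral and stimulator controls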;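 note: PAF is a Pseudomonas aeruginosa culture filtrate used as stimulus; plate controls were PAF-stimulated DMSO wells for no effect and unstimulated DMSO wells for full effect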
# MITF TRPM1 inh: inhibitors of MITF-dependent TRPM1 promoter reporter, primary screen, cell-based, SK-MEL-5, single point, luciferase; SK-MEL-5 TRPM1 promoter luciferase, 24 h; inhibition, % at 12.5 µM; 330,000 tested, 0.83% active;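 active = mean inhibition across replicates of 60% or more, whatever share of single replicates reaches that level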; note: values of inactives mirror those of a sister screen read the other way
# NR2E3 ag-2: NR2E3 agonists in two-hybrid cells, primary screen, cell-based, luminescence, CHO-S, Gal4-NCOR/VP16-NR2E3 | Photoreceptor-specific nuclear receptor (Homo sapiens), Q9Y5X4 | luciferase | inhibition of corepressor binding, % at 3.98 µM | 360,000 tested, 0.35% active | AID 602229, 2012;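 active = inhibition above the mean of all tested compounds plus 3 SD, cut at about 70% in these data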;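 note: 0% = DMSO with NR2E3 transfected cells and 100% = cells lacking NR2E3 construct; higher means lower luciferase signal from less NR2E3 corepressor binding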
# Peg3 promoter: Peg3 promoter-driven luciferase inhibitors, primary screen, cell-based, HeLa, luciferase luminescence; HeLa PEG-Prom luciferase reporter, overnight; inhibition, % at 20 µM; 360,000 tested, 1.7% active;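 active = inhibition of at least 50% at 20 µM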
# hiPSC survival: enhancers of single-cell hiPSC survival, primary screen, ATPlite luminescence; survival enhancement, % at 20 µM; AID 602274, 2012; 100% = ROCK inhibitor wells, 0% = DMSO; 360,000 tested, 0.044% active; in the data active = survival enhancement above about 18%;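 note: cells exposed to compounds for 16 hours before the ATP read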
# HIF-2a block: HIF-2a reporter inhibitors, primary screen, luminescence, 786-0 RCC cells; 786-0 RCC cells HIF-2a reporter, luciferase luminescence, overnight; inhibition, % at 18.8 µM; 360,000 tested, 0.72% active; AID 624352, 2012;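 active = inhibition of the luminescence signal of 40% or more relative to plate controls, in a single-dose primary screen at 18.75 µM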
# KKLEB cytotox: cytotoxicity in KKLEB CF airway cells, primary screen, cytotoxicity control for CF NF-kB inhibitor project, cell-based, uHTS, fluorescence assay plates. KKLEB CF airway cells viability, ATPlite luminescence, overnight; hits give low values; cells stimulated with P. aeruginosa culture filtrate. activity change (cytotoxicity), % at 5 µM. 360,000 tested, 0.36% active;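 active = corrected activity change at or below -50% at 5 µM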
# * = called active by the depositor; . = no result given.
SMILES,Shn3 inh set2,C8 TRAIL sens,NR2E3 ag-1,LMP1 NFkB inh,CF NFkB inh,MITF TRPM1 inh,NR2E3 ag-2,Peg3 promoter,hiPSC survival,HIF-2a block,KKLEB cytotox
CC(C)CC(c1nnnn1CC1CCCO1)N1CCN(c2cccc(Cl)c2)CC1 (stereo unspecified),-20,10,0,-8,-4,8,5,30,10,11,-1
COc1cccc(CNC(=O)CCC2CCCN(C3CCOCC3)C2)c1 (stereo unspecified),12,5,2,-3,-19,-9,-13,10,-5.3,12,16
CS(=O)(=O)N(C(=O)NC(=O)NC12CC3CC(CC(C3)C1)C2)C1CCCCC1,-15,-11,0,4,-14,-3,10,10,-0.9,10,6
CCOc1cc(C(=O)NC(C)CC)cc(OCC)c1OCC (stereo unspecified),0,-24,-2,4,10,5,-8,-1,1.0,10,1
O=C(C1CCN(S(=O)(=O)N2CCOCC2)CC1)N1CCN(c2ccccc2F)CC1,4,-5,1,3,3,4,13,0,-0.3,6,4
COc1ccccc1S(=O)(=O)Cc1ccc(C(=O)NCc2ccccc2)o1,1,7,2,2,1,-3,-23,8,-0.2,-3,4
CC(C)c1ccc(N=C2NN=C(c3cccs3)CS2)cc1,-55,19,-1,-47,-4,-91,-97,-331,-3.6,-281,-17
O=C(c1cccc(Oc2ccccc2)c1)N1CCN(c2ccccn2)CC1,17,-5,1,10,-2,-1,-20,26,1.9,-4,8
CCCSc1ccc([C@@H]2[C@H]3C(=O)N(CC)C(=O)[C@H]3[C@]3(C(=O)OC)CCCN23)cc1,4,-8,2,-5,-14,6,30,-4,5.3,-9,-24
Cc1cccc(C)c1OCC(O)Cn1c2ccccc2c2ccccc21 (stereo unspecified),64,-13,3,-9,13,4,-20,44,-2.3,-1,-2
O=C(COC(=O)CCCSc1nc2ccccc2[nH]1)Nc1ccc(Cl)cc1,0,-6,2,3,13,6,15,5,4.6,5,-15
COc1ccc(/C=N/NC(=O)c2ccncc2)cc1CSc1nc2ccccc2s1,0,-6,2,-30,-18,-3,-10,-3,2.9,6,-2
CC(C)CCN1CCN(Cc2ccsc2)CC1CCO (stereo unspecified),11,3,-4,-6,-19,0,2,-9,-1.0,11,18
Oc1cccc2ccc[n+](CC(O)Cn3c4ccccc4c4ccccc43)c12 (stereo unspecified),16,14,-4,15,0,5,1,15,-2.1,18,-9
Cc1ccc(-c2cc(C(=O)N/N=C/c3ccc([N+](=O)[O-])o3)c3ccccc3n2)o1,-66,68*,.,-11,-72,18,-6,-138,-0.4,-206,-7
O=C(COC(=O)c1ccccc1C(=O)c1ccc(Cl)cc1)NCc1ccccc1,-14,0,5,3,27,2,-23,15,0.7,15,-9
CC(=O)c1c(N2CCN(Cc3ccccc3)CC2)nc(=S)n(Cc2ccccc2)c1C,40,-12,2,0,3,6,25,18,0.6,0,-2
COc1ccc(C(=O)NCC(c2ccc(F)cc2)N2CCOCC2)cc1S(=O)(=O)N1CCCC1 (stereo unspecified),1,12,-3,1,-6,6,-19,3,-2.5,16,4
COC(=O)c1c(NC(C)=O)sc(C(=O)Nc2ccccc2OC)c1C,-13,-1,4,4,-14,6,-21,6,2.2,-43,8
CCn1cc(CNC(=O)C2CCC(=O)N(CCc3cccc(F)c3)C2)cn1 (stereo unspecified),5,10,.,5,-7,7,-10,-11,-0.4,-8,2
O=C(Nc1ccc(Cl)cc1)Nn1cnnc1,-1,-9,.,-8,1,4,-18,8,0.0,11,-7
COc1ccc(Nc2nnc(-c3ccc(N4CCOCC4)c([N+](=O)[O-])c3)c3ccccc23)cc1,63,7,.,9,6,-2,32,18,0.9,-73,27
Cc1ccc(C(=O)Nc2cccc(C(=O)NCc3ccccc3)c2)o1,4,-1,4,9,-2,5,0,-1,0.2,-8,6
COc1ccc(C(=O)Nc2ccc3nc4n(c(=O)c3c2)CCCCC4)cc1OC,-21,9,.,-6,15,.,-38,-17,-2.1,-47,-25
CC1Cc2ccccc2N1C(=O)Cn1cnc2ccccc2c1=O (stereo unspecified),-3,0,7,2,-1,12,-5,14,0.4,11,-1

# (continued)
SMILES,Shn3 inh set2,C8 TRAIL sens,NR2E3 ag-1,LMP1 NFkB inh,CF NFkB inh,MITF TRPM1 inh,NR2E3 ag-2,Peg3 promoter,hiPSC survival,HIF-2a block,KKLEB cytotox
COc1ccccc1CN(C)C(=O)c1cc(-c2cc(OC)c(OC)c(OC)c2)nc2ccccc12,38,11,1,23,74*,22,7,53*,0.0,-2,-32
CCOCCCNC(=O)CCC(=O)NNc1nc2ccccc2c2nc(C)nn12,16,-8,1,1,6,13,10,17,6.1,19,-1
CNC[C@H]1Oc2c(NS(=O)(=O)c3ccccc3)cccc2C(=O)N([C@H](C)CO)C[C@@H]1C,-30,2,.,-1,7,2,-23,3,-0.6,2,9
COc1ccc(OC)c(N/C(=N/C(=S)Nc2ccccc2)Nc2nc(C)cc(C)n2)c1,27,8,-4,.,40,.,-9,27,-0.1,0,-34
Cc1nn2c(C)c(C(=O)Nc3ccccc3)cnc2c1-c1ccccc1,19,23,-3,3,-3,-17,4,-14,-0.4,-5,-10
CCn1c(SCC(=O)N2c3ccccc3CCc3ccccc32)nnc1-c1ccc(OC)cc1,9,-13,-1,-4,-1,11,-16,28,-2.0,30,1
CCn1cc(C2C3=C(CC(C)(C)CC3=O)N(c3ccc(C)cc3)C3=C2C(=O)CC(C)(C)C3)c(C)n1,-16,4,.,1,-4,-9,-18,12,1.4,9,-2
Cc1nc(C(=O)Nc2ccc(Cl)cc2)sc1C1(C)CC(c2ccccc2)=NO1 (stereo unspecified),-6,16,-3,-12,-5,-13,-3,20,-2.1,-5,-4
Cc1cc(=O)oc2cc3c(cc12)OCCO3,-5,4,0,-11,-4,-11,-17,-4,-0.2,-15,-1
CC12COC3(P(=O)(c4ccccc4)c4ccccc4)CC1CCC23CP(=O)(c1ccccc1)c1ccccc1 (stereo unspecified),5,-2,4,5,10,3,3,17,2.5,18,3
CCCCN(C(=O)c1cnccn1)c1c(N)n(CCC)c(=O)[nH]c1=O,-14,-1,.,-1,-32,-13,-39,-4,2.6,17,18
O=C(O)c1ccc(N/N=C/c2cccc3nccnc23)cc1,-24,10,-6,-12,45,-52,-60,-37,-0.1,-120,-16
COCCn1c(C)cc(C(=O)COC(=O)c2ccc(N3CCCC3=O)cc2)c1C,3,-17,1,-11,-8,-5,3,-20,-1.4,-31,12
CSc1ccc(/C=N/NC(=O)C[n+]2ccccc2)cc1,-1,7,2,.,-10,-19,-7,-14,-0.4,2,7
COc1ccccc1-c1cc(C(=O)Nc2cc(C)nn2-c2ccccc2)no1,22,-6,3,16,23,30,-52,14,0.8,6,-19
Cc1cccc(C)c1NC(=O)COn1nnc2ccc(C(F)(F)F)cc21,-5,-6,2,-1,-10,-4,2,10,1.4,9,11
O=S(=O)(c1cc(Cl)sc1Cl)N1CCCC1,-53,-1,1,-3,-26,1,15,11,-0.3,14,2
Cc1ccccc1CCNC(=O)C1CC(O)CN1C(=O)Nc1ccccc1 (stereo unspecified),12,-4,0,-2,-1,6,-10,12,0.8,14,18
CCOc1ccc(-c2c(=O)n(OCc3nc4ccccc4[nH]3)c3ccccc3[n+]2[O-])cc1,-23,1,-3,3,-4,-58,-82,-107,-0.7,-194,6
Cc1nc2ccccc2nc(C)c1=NOCc1cccc(Cl)c1,10,4,-2,-5,28,6,-117,24,3.5,9,-13
CCOC(=O)/C=c1\s/c(=C\c2c(OCC)ccc3ccccc23)c(=O)n1CC(=O)NCC1CCCO1 (stereo unspecified),10,3,-1,4,-3,6,-16,45,-2.3,26,-6
COc1ccc(CN2CCn3ncc(C(=O)Nc4ccccc4)c3C2=O)cc1,-19,11,-3,-7,1,-1,-31,-159,14,-104,-8
CCc1ccc(N2CC(C(=O)Nc3nc4ccc(S(C)(=O)=O)cc4s3)CC2=O)cc1 (stereo unspecified),-8,-9,-1,1,5,5,-3,-7,1.3,0,-19
CCN1CCCC1CNS(=O)(=O)c1ccc(Br)cc1 (stereo unspecified),-1,-11,4,1,2,-1,16,-5,0.2,26,-7
COc1ccc(OCCN2C(=O)NC3(CCc4ccccc4C3)C2=O)cc1 (stereo unspecified),15,-10,3,-5,-14,13,-8,7,-1.9,21,18

# Going on with the list.
SMILES,Shn3 inh set2,C8 TRAIL sens,NR2E3 ag-1,LMP1 NFkB inh,CF NFkB inh,MITF TRPM1 inh,NR2E3 ag-2,Peg3 promoter,hiPSC survival,HIF-2a block,KKLEB cytotox
COCCNC(=S)N/N=C(\C)c1ccccc1O,15,18,0,-15,16,-1,66,-118,2.2,-125,4
COc1ccc(CN(C)C(=O)CCC(=O)N2CCN(S(=O)(=O)c3ccc(Cl)cc3)CC2)c(OC)c1,34,18,.,2,22,10,40,10,0.5,16,7
CN(CC(=O)Nc1cc(C(F)(F)F)ccc1-n1cncn1)Cc1ccccc1N1CCOCC1,29,3,.,-6,1,14,6,32,0.9,29,-24
CCN(CC)CCOC(=O)c1cccc(Br)c1,1,9,1,-3,-10,-15,2,15,8.9,9,8
O=C(Cn1ccc(C(F)(F)F)n1)N=Nc1c(O)[nH]c2ccccc12,-24,-3,1,3,5,1,-11,10,3.4,23,4
O=C(N/N=C/c1ccc([N+](=O)[O-])cc1)c1cc(C2CC2)[nH]n1,-6,8,0,-6,16,-12,-30,-28,0.5,-25,-1
CCOC(=O)c1c(C)c(C(=O)N2CCN(c3cccc(Cl)c3)CC2)c(C)n1C,-7,11,0,10,11,8,6,30,1.8,3,2
Cn1cc(C=O)c2cc(S(=O)(=O)N3CCOCC3)ccc21,-6,-10,3,0,5,-3,-4,2,-0.4,16,-2
O=C(Nc1cccc(S(=O)(=O)N2CCCCC2)c1)c1cccs1,13,-3,0,-19,14,4,-3,2,0.5,7,-16
O=C(COc1ccccc1)NN1C(=O)CSC1=S,6,-2,-2,-3,6,7,-8,17,-1.6,21,2
Cc1ccc(S(=O)(=O)N(C)C[C@@H]2Oc3ccc(NS(C)(=O)=O)cc3CC(=O)N([C@H](C)CO)C[C@@H]2C)cc1,-8,-8,.,6,5,6,8,-9,-0.6,8,-7

# Shown as a hit in Peg3 promoter, of those listed so far:
molecule	Shn3 inh set2	NR2E3 ag-1	LMP1 NFkB inh	CF NFkB inh	MITF TRPM1 inh	NR2E3 ag-2	Peg3 promoter	HIF-2a block
COc1ccccc1CN(C)C(=O)c1cc(-c2cc(OC)c(OC)c(OC)c2)nc2ccccc12	38	1	23	74*	22	7	53*	-2

# This is a subset (hit frequency here may not be typical).
